# Fam108B counter: mouse Fam108B serine hydrolase inhibitors, primary screen, counter-screen for RBBP9 inhibitor project, biochemical, fluorescence polarization. recombinant Fam108B, FP-Rh probe fluorescence polarization. inhibition, % at 9.51 µM. 300,000 compounds, 0.33% hits. AID 1947, 2009;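 active = inhibition above the screen mean inhibition plus 3 SD, computed separately per campaign, cut at about 18% in these data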;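 note: inhibitors lower polarization as less probe binds the enzyme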
# CIT2 TOR yeast: modulators of CIT2-GFP expression in yeast, primary screen, S. cerevisiae, GFP fusion, multiplex flow cytometry, MLPCN library. S. cerevisiae CIT2-GFP strain, 3 h; 100 means same as DMSO wells. GFP response vs DMSO, % at 10 µM. 320,000 compounds, 0.065% hits;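 active = GFP response relative to DMSO above a set limit, near the screen mean plus 3 SD, cut at about 150% in these data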;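 note: ratio of well median GFP fluorescence to mean of DMSO wells on the plate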
# AGP1-GFP MLPCN: modulators of AGP1-GFP expression in yeast TOR pathway, primary screen, cell-based, multiplex flow cytometry, S. cerevisiae, MLPCN library; 3 h; GFP as percent of DMSO wells; GFP response vs DMSO, % at 10 µM; 320,000 compounds, 0.02% hits; AID 2066, 2009;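 active = GFP response relative to DMSO above a set limit, near screen average plus 3 SD, cut at about 150% in these data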;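 note: median GFP channel fluorescence of the gated AGP1 strain per well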
# GLD-1 TGE inh: GLD-1/TGE RNA complex disruptors, primary screen, biochemical, fluorescence polarization | Female germline-specific tumor suppressor gld-1 (Caenorhabditis elegans), Q17339 | purified GLD-1 + fluorescein TGE RNA | inhibition, % at 5.96 µM | 320,000 compounds, 0.44% hits;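 active = percent inhibition above a per-plate cutoff, the plate mean of test compounds plus 3 SD, cut at about 30% in these data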;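 note: 0% = DMSO wells with GLD-1 and probe and 100% = wells lacking GLD-1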
# GRK2 aptamer HTS: compounds blocking aptamer binding on GRK2 – biochemical, human GRK2, bead flow cytometry, HTS, primary screen; Beta-adrenergic receptor kinase 1 (Homo sapiens), P25098; FAM-aptamer displacement from GRK2; 330,000 compounds, 0.59% hits; inhibition of aptamer binding, % at 10 µM; AID 488847, 2010;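 active = inhibition of aptamer binding above 40%, roughly 3 SD of noise, on plates passing a quality check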;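 note: median bead fluorescence of bound FAM aptamer so fluorescent compounds give negative values; no value below 0 was filed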
# BCLXL inh: inhibitors of human Bcl-xL, primary screen, biochemical, fluorescence polarization, HTS. GST-Bcl-xL / FITC-Bim BH3 peptide fluorescence polarization. Bcl-2-like protein 1 (Homo sapiens), Q07817. inhibition, % at 10.9 µM. 320,000 compounds, 0.7% hits. AID 2129, 2009;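 active = inhibition above the mean of all tested compounds plus 3 SD, cutoff set per campaign, cut at about 30% in these data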;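 note: 0% = DMSO wells and 100% = unlabeled Bim-BH3 peptide competitor; inhibitors lower millipolarization by displacing the labeled peptide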
# MEX-5 binding: MEX-5 zinc finger RNA-binding disruptors – biochemical, C. elegans, fluorescence polarization, MLPCN library, primary screen; Zinc finger protein mex-5 (Caenorhabditis elegans), Q9XUB2; MEX-5/FITC-TCR2 RNA binding; hits give low values; activity score (negative = inhibition of binding), % at 10 µM; 300,000 compounds, 0.38% hits; AID 1832, 2009;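 active = inhibition past about -25% in most replicates, and total fluorescence under double the plate's negative control median, limit read from the data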;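 note: 0% = DMSO and -100% = 5 µM competing unlabeled TCR2 RNA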
# VLA-4 inh: inhibition in human VLA-4 binding assay, primary screen, VLA-4 allosteric modulator project, MLPCN library, flow cytometry, VLA-4 expressing cells; Integrin alpha-4 (Homo sapiens), P13612; ligand binding flow cytometry; inhibition, % (about 7 µM as worked out from the volumes in the protocol); 330,000 compounds, 0.2% hits; in the data active = inhibition above about 50%
# Target sequence (P13612 whole entry, looked up): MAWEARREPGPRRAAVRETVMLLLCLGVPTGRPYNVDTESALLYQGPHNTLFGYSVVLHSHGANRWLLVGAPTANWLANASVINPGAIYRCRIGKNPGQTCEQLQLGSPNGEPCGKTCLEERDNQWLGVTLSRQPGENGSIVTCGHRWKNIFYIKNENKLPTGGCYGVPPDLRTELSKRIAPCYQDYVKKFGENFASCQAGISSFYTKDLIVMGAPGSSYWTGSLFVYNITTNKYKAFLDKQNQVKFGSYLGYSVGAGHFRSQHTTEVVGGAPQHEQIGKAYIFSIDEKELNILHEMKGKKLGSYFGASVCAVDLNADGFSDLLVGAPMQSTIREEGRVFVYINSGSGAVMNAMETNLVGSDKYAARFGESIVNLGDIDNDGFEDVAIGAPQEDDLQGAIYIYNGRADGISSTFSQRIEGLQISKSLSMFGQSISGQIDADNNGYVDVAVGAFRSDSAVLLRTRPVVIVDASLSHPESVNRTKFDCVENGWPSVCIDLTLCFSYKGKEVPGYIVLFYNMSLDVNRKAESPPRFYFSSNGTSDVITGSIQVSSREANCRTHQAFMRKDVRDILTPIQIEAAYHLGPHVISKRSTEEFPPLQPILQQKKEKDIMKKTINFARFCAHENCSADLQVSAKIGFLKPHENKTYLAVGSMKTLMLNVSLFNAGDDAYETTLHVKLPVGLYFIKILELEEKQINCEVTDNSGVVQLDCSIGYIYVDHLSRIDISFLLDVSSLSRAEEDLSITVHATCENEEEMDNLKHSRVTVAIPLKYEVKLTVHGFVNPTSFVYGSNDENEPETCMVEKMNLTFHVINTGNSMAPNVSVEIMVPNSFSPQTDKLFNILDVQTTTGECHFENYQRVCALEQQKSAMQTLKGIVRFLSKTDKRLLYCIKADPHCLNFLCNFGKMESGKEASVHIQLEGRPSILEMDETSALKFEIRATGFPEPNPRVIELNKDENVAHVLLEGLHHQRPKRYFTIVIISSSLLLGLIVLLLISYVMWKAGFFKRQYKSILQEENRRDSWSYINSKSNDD
# MCL1-BIM inh: inhibitors of MCL1 binding to BIM-BH3, primary screen, biochemical, fluorescence polarization | Induced myeloid leukemia cell differentiation protein Mcl-1 (Homo sapiens), Q07820 | GST-MCL1 / FITC-Bim-BH3 fluorescence polarization | inhibition, % at 10.9 µM | 320,000 compounds, 0.68% hits | AID 2057, 2009;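 active = inhibition above the mean inhibition of all tested compounds plus 3 SD, set per campaign, cut at about 40% in these data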;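 note: 0% = DMSO wells and 100% = unlabeled Bim-BH3 peptide control; higher means more loss of mP so more displacement of Bim peptide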
# An asterisk follows results filed as active; . = not tested or not shown.
SMILES,Fam108B counter,CIT2 TOR yeast,AGP1-GFP MLPCN,GLD-1 TGE inh,GRK2 aptamer HTS,BCLXL inh,MEX-5 binding,VLA-4 inh,MCL1-BIM inh
CCSc1ncccc1C(=O)N[C@@H](CCSC)C(=O)OC,-1,104,107,-1,4,6,-0.7,13,-1
CC(=O)CC1(OC(C)=O)C(=O)N(C)c2ccccc21 (centres undefined),3,111,107,4,0,3,0.5,-10,-1
NC(=O)CN(c1ccc(Cl)cc1)S(=O)(=O)c1ccccc1,5,93,94,-2,0,5,0.5,-13,2
CCOC(=O)C1=C(C)N=C2SCCC(=O)N2C1c1cccs1 (centres undefined),5,96,103,-4,0,3,0.8,33,-1
Cc1cccc(NC(=O)CSC2=NN3CCCC(=O)N=C3S2)c1C,-2,97,101,0,0,3,1.6,-3,-2
O=C(/C=C/c1ccco1)Nc1cc(Cl)ccc1C(=O)O,-4,112,94,6,5,3,-7.8,2,12
Cc1ncsc1C(=O)NCc1ccc(N2CCCC2=O)cc1,-5,.,100,1,1,1,3.8,5,3
COc1ccccc1C(=O)NC(CCSC)C(=O)NCc1ccncc1 (centres undefined),.,103,109,3,5,1,.,39,5
COc1ccc(OC)c(C(O)c2coc3ccc(O)c(CN(C)C)c23)c1 (centres undefined),-4,110,.,4,2,7,-1.2,-4,4
O=C(NCc1cccnc1)C1c2ccccc2C(=O)N1C1CCCC1 (centres undefined),-2,92,104,-3,4,-8,-0.3,24,-9
CC[C@]12c3[nH]c4ccccc4c3CCN1C(=O)C(CC(=O)NCCCOC)C[C@@H]2C(=O)N1CCN(C(=O)c2ccco2)CC1 (some centres undefined),.,98,95,1,11,.,.,-15,.
CC(C)CNC(=S)N1CCN(Cc2ccc3c(c2)OCO3)CC1,0,104,109,-3,4,4,1.2,-5,13
CCc1ccc(Nc2n[n+](-c3ccccc3)c(-c3cccc(C)c3)s2)cc1,1,94,108,-4,0,-1,.,18,-2
CCOC(=O)C1CSC(CC(=O)Nc2ccc(Cl)c(Cl)c2)C(=O)N1 (centres undefined),2,91,100,0,0,5,5.0,-2,6
CCOc1ccc(NC(=O)CSc2nnc(Cc3cccn3C)n2-c2ccc(OC)cc2)cc1,3,98,101,-3,4,1,5.9,11,4
CCN1C(=O)/C(=C/C=C2/SCCN2C)SC1=S,7,101,98,-230,0,-138,2.2,-14,-222
Cc1c(NC(=O)COC(=O)c2cc(-c3ccc(-c4ccccc4)cc3)nc3ccccc23)c(=O)n(-c2ccccc2)n1C,-29,76,88,1,2,-3,-2.8,-5,-1
CCOc1ccc(CCNC(=O)c2ccc(N3CCCC3=O)cc2)cc1OCC,3,104,105,-3,0,2,-3.8,-1,5
Oc1[nH]c2ccccc2c1C1=NCCCC1,0,88,110,-2,0,4,1.3,12,5
Fc1cc(F)cc(NC(=S)N2CCC(c3ccccc3)C2)c1 (centres undefined),6,96,94,-4,2,-1,-0.2,-1,6
CC(=O)c1ccc(NC(=O)c2cc(Cl)nc3ccccc23)cc1,3,102,101,-3,4,4,0.6,1,-1
CN(C(=O)CSc1cn(CC(=O)N2CCOCC2)c2ccccc12)c1ccccc1,-2,103,99,8,2,1,0.1,22,4
O=C(COc1ccccc1Br)c1ccc2c(c1)OCO2,-4,91,98,4,0,1,-0.5,-2,-3
COc1ccccc1NC(=S)NC1CCCCC1,-4,97,107,2,2,0,-1.2,0,9
O=C(Cn1ccc([N+](=O)[O-])n1)Nc1nc2ccccc2s1,5,101,99,6,3,4,-1.7,7,4
COc1ccc(C(O)Cn2cc([N+](=O)[O-])nc2C)cc1 (centres undefined),0,99,109,7,0,2,0.0,11,5
COc1cc(C(=O)N2c3ccccc3CC2C)cc(OC)c1OC (centres undefined),5,99,103,5,0,6,0.3,-4,4
COc1ccc(C(C)=O)cc1Cn1nnc(-c2ccccc2Br)n1,0,109,109,2,1,0,-2.1,8,4
CCCCn1c(N)c(N(Cc2ccccc2OC)C(=O)CN2C(=O)NC3(CCCC3)C2=O)c(=O)[nH]c1=O,1,102,103,-7,1,-4,-1.3,-7,-4
Cc1cc(C)c(NC(=O)Cn2c(=O)n(Cc3ccco3)c(=O)c3ccccc32)c(C)c1,-11,91,89,-1,0,3,-0.9,-4,-3
O=C(NC(=S)Nc1ccccc1N1CCCCC1)c1cccs1,-17,102,95,1,0,9,-0.4,17,10
CCCCNC(=O)C1CCN(C/C(C)=C/c2ccccc2)CC1,4,101,.,5,1,1,-2.3,3,1
COc1ccc(-c2nnn(CC(=O)N(CC(=O)NC3CCCC3)Cc3cccs3)n2)cc1OC,0,109,111,-4,0,-2,-0.7,-1,-5
Cc1nc2scc(-c3ccc(C(C)C)cc3)c2c(=O)n1N,0,90,96,4,0,2,0.1,9,11
COc1ccc2c(c1)CCc1c(C(=O)Nc3cc(C)n(Cc4ccc(Cl)cc4)n3)noc1-2,2,111,106,3,0,3,0.8,-7,0
COc1ccccc1Nc1nccc(N(C)C)c1C#N,5,106,103,-1,0,7,0.7,21,5
CC(C)(C)[C@H]1COC(=O)[C@H](NC(=O)OCC2c3ccccc3-c3ccccc32)C/C=C\C[C@@H](CC(=O)N[C@@H](CO)Cc2ccccc2)C(=O)N1,.,92,98,-4,6,.,.,18,.
CCOC(=O)c1c(C)[nH]c(C)c1C(=O)COC(=O)CNC(=O)C1CCCCC1,-4,105,104,3,4,0,0.4,-10,1
CCN1CCN(c2ccc(S(=O)(=O)N3CCCCC3)cc2NC(=O)COc2ccccc2)CC1,-1,97,106,10,1,-3,-0.2,-7,-10
C/C(=N\NC(=O)c1ccccc1O)c1cccs1,11,106,100,6,2,13,-0.4,-23,24
Cc1c(C)c2c(OCC(=O)N3CCC(C(N)=O)CC3)cc3c(c2oc1=O)CCC(C)(C)O3,2,100,100,3,0,3,-3.8,-1,-1
O=C(Nc1cccc(Br)c1)c1ccc2snnc2c1,-10,109,99,4,0,4,5.2,-1,-1
CCOc1ccc(NC(=S)Nc2ccc3nsnc3c2)cc1,80*,101,96,2,7,18,2.0,2,7
Cc1ccc(S(=O)(=O)N2CCC(=O)N(CCOCc3ccccc3)CC2)cc1,3,.,.,5,.,2,-2.5,.,-2
O=C(CCN1C(=O)[C@@H]2Cc3ccccc3CN2C1=O)NCc1ccccc1,0,105,104,3,3,10,1.1,5,2

# Already shown: entries from further up.
SMILES,Fam108B counter,CIT2 TOR yeast,AGP1-GFP MLPCN,GLD-1 TGE inh,GRK2 aptamer HTS,BCLXL inh,MEX-5 binding,VLA-4 inh,MCL1-BIM inh
Cc1ccc(S(=O)(=O)N2CCC(=O)N(CCOCc3ccccc3)CC2)cc1,3,.,.,5,.,2,-2.5,.,-2
O=C(CCN1C(=O)[C@@H]2Cc3ccccc3CN2C1=O)NCc1ccccc1,0,105,104,3,3,10,1.1,5,2

# Further structures.
SMILES,Fam108B counter,CIT2 TOR yeast,AGP1-GFP MLPCN,GLD-1 TGE inh,GRK2 aptamer HTS,BCLXL inh,MEX-5 binding,VLA-4 inh,MCL1-BIM inh
COC(=O)c1cc(=O)n2c(sc3ccccc32)c1C#N,-2,96,93,5,1,7,-15,-10,10
COc1ccc(NC(=O)COC(=O)C23CC4CC(CC(NC(C)=O)(C4)C2)C3)cc1S(=O)(=O)N1CCOCC1,.,93,99,7,1,.,.,9,.
CSc1ncccc1C(=O)NCCc1ccccc1F,-3,100,96,-6,0,4,0.4,6,5
COc1ccc(-c2nc3cc(NC(=O)Cc4ccc(OC)c(OC)c4)ccc3o2)cc1,-2,97,114,11,0,-5,1.3,-1,-3
CN1C(=O)NC(c2ccccc2Cl)C2=C1CC(C)(C)CC2=O (centres undefined),-2,103,100,-2,0,7,-2.4,8,6
CCCCCCc1cc2cc(C(=O)NC)c(=N)oc2cc1O,2,88,97,10,2,15,-23,-21,15
CO/N=C/C(C#N)=C/c1ccc(OC)c(OC)c1,0,95,94,1,0,0,-0.7,1,2
CCOC(=O)CNC(=O)CNC(=O)Cn1ccc2ccccc2c1=O,7,104,97,-11,0,7,0.0,-6,1
O=C(NCc1cccs1)C1CC(c2ccc(Cl)c(Cl)c2)=NO1 (centres undefined),-4,100,81,10,0,-1,2.7,40,-7
O=C(O)C1CCN(c2ccc(S(=O)(=O)N3CCOCC3)cc2[N+](=O)[O-])CC1,1,98,96,7,0,7,0.5,5,5
Cc1nonc1OCC(C)(COc1nonc1C)NC(=O)c1ccc(Cl)cc1,1,97,108,10,0,4,0.3,12,5
COC(=O)c1cnn2c(C(F)(F)F)cc(-c3ccccc3)nc12,3,103,92,5,5,-1,-0.5,9,-1
O=c1[nH]cnc2c1ncn2[C@@H]1O[C@H](CO)[C@@H](O)[C@H]1O,2,119,101,9,1,5,3.8,-4,-1
COc1ccc(N2CCN(S(=O)(=O)c3ccc(-c4cc(C)no4)s3)CC2)cc1,2,96,96,-1,2,-1,1.3,-4,0
COc1ccc(C(=O)Cc2ccc(OC)c(OC)c2)c(OC)c1,1,66,69,-1,0,1,-2.6,-5,0
COC(=O)c1ccc(COC(=O)C23CC4CC(CC(O)(C4)C2)C3)o1,2,107,106,8,0,2,2.5,4,-6
COC(=O)c1cc(Cl)cc2c(C)c(C3(O)CCCCC3)[nH]c12,1,97,101,2,0,7,-0.2,0,8
CCN(CC)CCCNc1ncnc2ccccc12,-5,101,103,4,0,0,3.9,4,1
O=S(=O)(Nc1cc(Cl)ccc1N1CCCCC1)c1cccs1,2,100,105,-19,8,-14,2.3,20,-33
COc1ccc(OCC(=O)N/N=C/C(C)=C/c2ccco2)c(Br)c1,-6,96,93,-13,0,-8,-0.5,3,-14
COc1ccccc1NS(=O)(=O)c1ccc(C(=O)N2CCCCCC2)cc1,.,106,101,-1,1,.,.,-4,.
CCOC(=O)c1c(C)[nH]c(C(=O)N/N=C\c2ccccc2Cl)c1C,-1,108,119,0,0,4,2.7,20,4
COc1ccc(C)cc1NC(=O)CSc1nnc(COc2ccc(Cl)cc2)n1Cc1ccco1,-4,90,100,4,4,3,-0.7,31,3
COc1cc(C(=O)NCC(=O)OC(C)C(=O)Nc2ncc(Cl)cc2Cl)cc(OC)c1OC (centres undefined),-3,95,74,1,2,0,.,-3,-2
CC1CCN(C(=O)CN(c2ccc3c(c2)OCCO3)S(=O)(=O)c2ccccc2)CC1,-1,82,89,0,0,1,0.6,8,1
O=C(O)c1ccccc1C(=O)N1N=C(c2ccccc2)CC1c1ccccc1O (centres undefined),2,98,94,2,1,2,-1.3,21,3
Cc1cc(C(=O)Nn2c(C)nc3ccccc3c2=O)ccc1[N+](=O)[O-],-2,103,102,0,3,4,2.0,-10,2
CCn1c(=O)cc(SCC(=O)N2CCCCC2)c2ccccc21,-1,103,105,-5,1,0,0.4,20,-5
COc1ccc(CCNS(=O)(=O)c2ccc([N+](=O)[O-])cc2)cc1OC,-2,103,98,-4,0,5,0.7,-2,2
N#Cc1nc(-c2ccco2)oc1NCc1cccnc1,4,107,101,9,3,3,0.5,3,4

# Random draw from the library. About 2.2% of those tested had a hit in this group.
